H37Rv inhibition – M. tuberculosis growth inhibition, HTS (AID 449762); M. tuberculosis H37Rv growth inhibition, 7H9 media; higher % means a stronger effect; inhibition, % at 25 µM; hits with a dose series show IC50 in µM; hit rate 0.59% among 330,000; in the data active means a potency from the dose series; inconclusive means inhibition above about 70% without an active follow-up result;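 further: bacterial growth assessed after seven days of incubation; strong numbers were not always called active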
H1N1 NS1A inhibition – NS1A inhibition, H1N1 influenza, cell based functional assay (AID 504329); one-dose inhibition, % at 12.5 µM; IC50 in µM for titrated hits; NS1A functional cell-based assay, percent inhibition; higher % means a stronger effect; hit rate 0.3% among 340,000; in the data active means a potency from the dose series; inconclusive means inhibition above about 27% without an active follow-up result; further: strong numbers were not always called active
inhibitors of VEEV – inhibitors of VEEV TC-83 cytopathic effect, confirmation, Vero cells (AID 588727) | inhibition, % at 20 µM, or IC50 in µM where a hit was titrated | Vero cells, VEEV TC-83 cytopathic effect inhibition; higher % means a stronger effect | hit rate 0.13% among 350,000; in the data active means a potency from the dose series; inconclusive means inhibition mostly from about 14% at the one dose, without a potency; inactive means the rest, 99 in 100 with inhibition below about 12%; further: strong numbers were not always called active
M. tuberculosis – growth inhibition of non-replicating M. tuberculosis (AID 488890). Mycobacterium tuberculosis non-replicating, growth inhibition; higher % means a stronger effect. hit rate 0.39% among 320,000. inhibition, % at 25 µM; hits with a dose series show IC50 in µM; in the data active means a potency from the dose series; inconclusive means inhibition mostly from about 82% at the one dose, without a potency; inactive means the rest, 99 in 100 with inhibition below about 76%;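 further: plate controls were DMSO cells for no effect and high antibiotic wells for full effect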
Salmonella PhoP GFP – PhoP regulon inhibitors, Salmonella typhi PhoP promoter GFP reporter, confirmatory (AID 1850); inhibition, % at 50 µM; hits with a dose series show IC50 in µM; hit rate 0.33% among 310,000; Salmonella Typhi PhoP-promoter GFP reporter, fluorescence, 4 h; higher % means a stronger effect; in the data active means a potency from the dose series; inconclusive means inhibition mostly from about 25% at the one dose, without a potency; inactive means the rest, 99 in 100 with inhibition below about 19%;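 further: 0% = induced wells with vehicle and 100% = uninduced wells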
inhibitors of VEEV 10K pilot screen – further read-out of inhibitors of VEEV, marked with its call; inhibition, %; measured here: 10K pilot screen inhibition
The depositor's hits bear a star; i = inactive; ? = inconclusive; · = no result given.

SMILES | H37Rv inhibition | H1N1 NS1A inhibition | inhibitors of VEEV | M. tuberculosis | Salmonella PhoP GFP | others
COC(=O)c1c(C(=O)OC)c(-c2ccc(C(C)(C)C)cc2)n2c1CS(=O)C2 (stereo unspecified) | -4% | 2% | 3.3% | 1% | 1%
O=C(CNC(=O)OCc1ccccc1)OC(c1ccccc1)c1ccccc1 | · | -9% | 0.1% | · | ·
Cc1ccc(-n2nnc(-c3cc4ccccc4nc3Cl)n2)cc1 | -2% | -5% | 1.3% | 4% | -2% | inhibitors of VEEV 10K pilot screen=4.2
O=C(NCc1ccccn1)C1CN(S(=O)(=O)c2ccccc2)CCN1S(=O)(=O)c1ccccc1 (stereo unspecified) | 1% | · | 0.7% | 0% | 2%
CCCS(=O)(=O)c1c(S(=O)(=O)CCC)c2ccccn2c1C(=O)OC | 1% | 4% | 0.3% | 59% | -11%
Cc1[nH][nH]c(=O)c1C(c1ccc(N(C)C)c(Br)c1)c1c(C)[nH][nH]c1=O | 9% | 3% | 2.2% | -7% | -7%
Nc1c2c(nc3sc4c(c13)CCCC4)-c1ccccc1CC2 | 20% | 3% | 7.9% | 5% | 2%
Cc1ccnc(NS(=O)(=O)c2ccc(NC(=O)Cc3c(F)cccc3Cl)cc2)n1 | 0% | -7% | 0.8% | 35% | -5%
COc1ccc(C(=O)N/N=C(\C)c2ccc3c(c2)C2C=CCC2C(c2ccccc2)N3)cc1 (stereo unspecified) | 6% | 6% | 5.8% | 30% | 2%
c1ccc(-n2nnnc2SCc2ccccn2)cc1 | -4% | 3% | 1.3% | 9% | 5%
O=C(Cc1ccc(N(CCCl)CCCl)cc1)NC(Cc1ccc(Cl)cc1)C(=O)O (stereo unspecified) | 2% | -4% | 0.3% | 1% | 6%
CC(=NNC(=O)CCC(=O)Nc1ccccc1Cl)c1ccco1 | 0% | -1% | i | 10% | ·
CC(C)NC(=O)[C@H](CSCc1ccccc1)N1Cc2ccccc2C1=O | -3% | 2% | 0.9% | 2% | -11%
O=[N+]([O-])c1cc(Cl)ccc1NCCNc1ncc(C(F)(F)F)cc1Cl | -1% | 8% | 1.1% | -12% | -10%
CN(C(=O)Nc1cccc(C(F)(F)F)c1)C1CCCCC1 | -2% | -23% | 0.1% | -7% | -2%
COc1ccc2oc(C(=O)OCC(=O)N3CCN(S(=O)(=O)c4ccccc4)CC3)c(C)c2c1 | -2% | -7% | 8.1% | 5% | 5%
O=C(N/N=C/c1coc2ccc(Cl)cc2c1=O)c1ccc(O)cc1 | -8% | -20% | 1.9% | 4% | -1%
COC(=O)c1scc(S(=O)(=O)C(C)(C)C)c1-n1cccc1 | 0% | -4% | 7.6% | -7% | 2%
Cc1ccc(S(=O)(=O)N(CC(=O)NC2CC2)c2ccc(C)c(Cl)c2)cc1 | -26% | 1% | 5.0% | 16% | -10%
O=C1C=CC(=Nc2ccc3c(c2)Cc2ccccc2-3)O1 | · | 3% | 1.2% | · | ·
Cc1cccc(-c2nnc3n2N=C(c2ccc(Br)cc2)CS3)c1 | -6% | · | · | -3% | -2%
COC(=O)C1=C(c2ccc(OC)c(OC)c2)C[C@@H]2CC[C@H]1N2C(=O)N1CCC(O)CC1 | -15% | 7% | 0.2% | -5% | ·
CSc1ncccc1C(=O)NNc1cc(Cl)ccc1Cl | ? | -22% | i | 70% | -5%
O=C(COC(=O)c1ccccn1)NCCc1ccc(Cl)cc1 | -2% | -11% | 2.8% | 26% | ·
Nn1c(SCc2cccc3ccccc23)nnc1-c1ccco1 | -14% | -6% | 0.6% | 10% | -13%
(continued)
SMILES | H37Rv inhibition | H1N1 NS1A inhibition | inhibitors of VEEV | M. tuberculosis | Salmonella PhoP GFP | others
O=C(CSc1nnc(-c2ccccc2F)o1)N1CCCC1 | 1% | 11% | 0.8% | ? | -5%
COc1cc(Cl)ccc1S(=O)(=O)n1nc(C)cc1C | 3% | -11% | 0.9% | -7% | 11%
Cc1[nH]c2ccccc2c1C(=O)C(=O)NCCOc1ccccc1 | 2% | -6% | i | 16% | 11%
N#CCCN(Cc1cccs1)C(=O)c1ccc(Cl)cc1 | 3% | -2% | 2.2% | -12% | -5%
Nc1nc(-c2ccc(F)cc2)cs1 | ? | 5% | 0.1% | 44% | 10%
O=C(NCc1cccnc1)C(=O)NCC(c1ccco1)N1CCN(c2ccccc2)CC1 (stereo unspecified) | 0% | -6% | 0.6% | 9% | -7%
COc1c(Cl)ccc(Cl)c1C(=O)NC(=O)Nc1nc(C)cc(C)n1 | 27% | -7% | 8.6% | 36% | -8%
O=C(CN1C(=O)S/C(=C\c2ccc(F)cc2)C1=O)NCCCn1ccnc1 | 1% | -8% | 7.5% | 2% | -18%
COC(=O)C1=C(c2ccc(F)cc2OCc2ccccc2)C[C@@H]2CC[C@H]1N2C(=O)NCc1ccc(Cl)cc1 | 3% | 0% | 3.9% | 29% | · | inhibitors of VEEV 10K pilot screen=2.8
O=C(COC(=O)CCC(=O)c1ccc(F)cc1)NCc1ccccc1Cl | 1% | 0% | 24% | 31% | ·
O=C(CSc1nc2ccccc2[nH]1)N/N=C/c1ccncc1 | -5% | · | 1.4% | -4% | 5%
CCN(C(=O)c1c(C)noc1C)c1c(N)n(Cc2ccccc2)c(=O)[nH]c1=O | -11% | -13% | 2.2% | -5% | ·
COc1ccc(N2CCN(C(=O)CCc3nnc4ccc(N5CCC(C)CC5)nn34)CC2)cc1 | 0% | 8% | i | 24% | -3%
O=C(O)c1cccc(-c2ccc(/C=N/Nc3nn[nH]n3)o2)c1 | -1% | 18% | 0.4% | -2% | 3%
CCOn1c(=O)c(-c2ccc(F)cc2)[n+]([O-])c2ccccc21 | -6% | -10% | 1.4% | -10% | -14%
Cn1c(CCN2CCCCC2)nc2cc(NC(=O)Nc3ccccc3)ccc21 | -5% | 3% | 4.8% | 42% | -13%
O=C(N=C1SC2CS(=O)(=O)CC2N1c1ccccc1)c1ccccc1 (stereo unspecified) | 6% | -4% | 2.2% | 2% | ·
CC1Oc2ccccc2N(CC(=O)NCc2ccc3c(c2)OCO3)C1=O (stereo unspecified) | 2% | -10% | 0.3% | 7% | 3%
Cn1c(CN2CCN(c3ccc(Cl)cc3)CC2)nc2ccccc21 | -5% | 6% | i | 13% | -7%
OC1COC(OCC2OC(OCc3ccccc3)C(O)C(O)C2O)C(O)C1O (stereo unspecified) | -5% | 1% | 0.7% | -2% | -6%
O=C(NCc1ccc2c(c1)OCO2)c1ccc2c(c1)C(=O)N(Cc1cccnc1)C2=O | -6% | 2% | 1.8% | -19% | 29%
C/C=C/C(=O)Nc1ccccc1Br | -4% | -1% | 0.1% | -21% | -11%
Cn1c(N)c(C(=O)CSc2nnc(NC3CCCCC3)s2)c(=O)n(C)c1=O | · | -4% | 8.3% | · | ·
CCOc1ccc(N2C=Nc3ccc(OCC)cc3C2)cc1 | 44µM* | -4% | i | ? | 6%
Cc1ccc2[nH]c3c(=O)n(CCCN4CCOCC4)cnc3c2c1 | -4% | 16% | 5.4% | -10% | -10%
(further entries)
SMILES | H37Rv inhibition | H1N1 NS1A inhibition | inhibitors of VEEV | M. tuberculosis | Salmonella PhoP GFP | others
Cc1nc(/C(N)=N/OC(=O)c2cccc(Cl)c2)c(C(F)(F)F)o1 | 9% | -12% | 1.8% | 53% | 7%
Cc1ccc([C@@H]2C[C@H]3CN(Cc4cccc(Cl)c4)C(=O)[C@]34CCCN24)o1 | 1% | -9% | 1.1% | 44% | 3%
Cc1ccc(N2CC(C(=O)N3CCOCC3)CC2=O)cc1C (stereo unspecified) | 3% | 2% | 1.7% | -10% | -5%
Cc1cc(NC(=O)C(C)Sc2nc(-c3cccs3)nc3ccccc23)no1 (stereo unspecified) | · | -11% | 13% | · | ·
Cn1c(SSc2ccc(-c3cccnc3)n2C)ccc1-c1cccnc1 | · | 15% | 42% | · | ·
Oc1c(Br)cc(Br)c(/C=N/n2c(-c3ccccc3)n[nH]c2=S)c1Br | 14% | -1% | 1.6% | 9% | 3%
O=c1ccc(=O)n(CCc2ccccn2)[nH]1 | · | -6% | 0.2% | · | ·
COc1ccc(CCn2nnc(-c3ccc(NC(C)=O)c(Cl)c3)n2)cc1 | 1% | 6% | 0.9% | -11% | 9%
CC(C)CC1NC(=O)N(CC(=O)Nc2ccccc2-c2ccccc2)C1=O (stereo unspecified) | 9% | -9% | 0.2% | 24% | -10%
COc1c(C)cc(C(=O)C2CCCN(Cc3c(C)n(C)n(-c4ccccc4)c3=O)C2)cc1C (stereo unspecified) | -6% | · | 0.9% | 18% | -1%
Cc1cc(NC(=O)Nc2ccccc2[N+](=O)[O-])no1 | -13% | -12% | i | -11% | 6%
O=C(O)C(c1ccccc1)N1C(=O)/C(=C\c2ccc(-c3cccc(Cl)c3)o2)SC1=S (stereo unspecified) | 11% | 14% | 2.3% | 2% | -86%
CC(C)N(C(=O)CSc1nc(COc2ccccc2)nc2ccccc12)C(C)C | 1% | 7% | 6.3% | 25% | 10%
COc1ccc(OC)c(S(=O)(=O)n2cccn2)c1 | 6% | -5% | 0.5% | -1% | -6%
COc1ccccc1C(=O)NC(=O)Nc1c(C)cc(C)cc1C | 2% | -5% | 2.5% | 13% | -1%
CC(C)=N/N=C(/c1ccc([N+](=O)[O-])cc1)C12CN3CN(CN(C3)C1)C2 | 6% | 11% | i | 3% | -7%
CCN(C(=O)CSc1nnc(-c2ccc(Cl)cc2)n1C)C1CCS(=O)(=O)C1 (stereo unspecified) | -4% | -3% | i | -8% | -3%
O=C(CCc1nnc2ccc(N3CCCC3)nn12)Nc1cc(F)ccc1F | -5% | 3% | 2.9% | -5% | -7%
COc1ccc(C(C)(C)C)cc1NC(=O)Cn1cnnn1 | 1% | 8% | 0.9% | -7% | -14%
Cc1ccc(C2(C)NC(=O)N(CC(=O)NNC(=O)c3cc(C)oc3C)C2=O)cc1 (stereo unspecified) | 8% | 8% | 0.9% | 4% | -7%
O=C(CN1C(=O)/C(=C/c2cccc(Br)c2)SC1=S)NC1=NCCS1 | 5% | -4% | i | 12% | -12%
O=C(CN1CCC(n2nnc3ccccc32)CC1)Nc1ccc2c(c1)CCC2 | ? | -4% | 5.7% | 66% | -2%
CC(C)/C=N/Nc1nc(-c2ccc(Br)cc2)cs1 | ? | 1% | 5.9% | 44% | -5%
C=C(C)CSc1nc(N)cc(=O)[nH]1 | 2% | 0% | 1.1% | -14% | 1%
OC1(c2ccc(F)cc2)CC2CCC(C1)N2Cc1nnnn1C1CCCC1 (stereo unspecified) | 4% | -4% | 0.1% | 5% | -3%
COC(=O)Cn1c(CN2CCN(c3ccc(F)cc3)CC2)nc2c1c(=O)n(C)c(=O)n2C | -12% | 3% | 0.2% | -16% | -3%
COCCNc1oc(-c2ccc(F)cc2)nc1C#N | -8% | 3% | 3.6% | -3% | 1%

An excerpt of the results above, as a working copy:
SMILES | H37Rv inhibition | H1N1 NS1A inhibition | inhibitors of VEEV | M. tuberculosis | Salmonella PhoP GFP | others
O=C(CCc1nnc2ccc(N3CCCC3)nn12)Nc1cc(F)ccc1F | -5% | 3% | 2.9% | -5% | -7%
COc1ccc(C(C)(C)C)cc1NC(=O)Cn1cnnn1 | 1% | 8% | 0.9% | -7% | -14%
Cc1ccc(C2(C)NC(=O)N(CC(=O)NNC(=O)c3cc(C)oc3C)C2=O)cc1 (stereo unspecified) | 8% | 8% | 0.9% | 4% | -7%
O=C(CN1C(=O)/C(=C/c2cccc(Br)c2)SC1=S)NC1=NCCS1 | 5% | -4% | i | 12% | -12%
O=C(CN1CCC(n2nnc3ccccc32)CC1)Nc1ccc2c(c1)CCC2 | ? | -4% | 5.7% | 66% | -2%
CC(C)/C=N/Nc1nc(-c2ccc(Br)cc2)cs1 | ? | 1% | 5.9% | 44% | -5%
C=C(C)CSc1nc(N)cc(=O)[nH]1 | 2% | 0% | 1.1% | -14% | 1%
OC1(c2ccc(F)cc2)CC2CCC(C1)N2Cc1nnnn1C1CCCC1 (stereo unspecified) | 4% | -4% | 0.1% | 5% | -3%
COC(=O)Cn1c(CN2CCN(c3ccc(F)cc3)CC2)nc2c1c(=O)n(C)c(=O)n2C | -12% | 3% | 0.2% | -16% | -3%
COCCNc1oc(-c2ccc(F)cc2)nc1C#N | -8% | 3% | 3.6% | -3% | 1%

Retrieved by compound from above:
SMILES | H37Rv inhibition | H1N1 NS1A inhibition | inhibitors of VEEV | M. tuberculosis | Salmonella PhoP GFP | others
COC(=O)Cn1c(CN2CCN(c3ccc(F)cc3)CC2)nc2c1c(=O)n(C)c(=O)n2C | -12% | 3% | 0.2% | -16% | -3%
COc1c(C)cc(C(=O)C2CCCN(Cc3c(C)n(C)n(-c4ccccc4)c3=O)C2)cc1C (stereo unspecified) | -6% | · | 0.9% | 18% | -1%

Screening data as filed in PubChem BioAssay.

Outcome played no part in choosing rows; 1.6% or so of the library scored in one or more.
